ATG4B inh = inhibitors of human ATG4B cysteine protease. 340,000 compounds, 0.51% hits. inhibition, % at 8.33 µM. AID 504462. Q9Y4P1. ATG4B cleavage of LC3-PLA2, NBD-HPC fluorescence, 1 h; in the data active = inhibition above about 40%
Target sequence (Q9Y4P1 whole entry, looked up): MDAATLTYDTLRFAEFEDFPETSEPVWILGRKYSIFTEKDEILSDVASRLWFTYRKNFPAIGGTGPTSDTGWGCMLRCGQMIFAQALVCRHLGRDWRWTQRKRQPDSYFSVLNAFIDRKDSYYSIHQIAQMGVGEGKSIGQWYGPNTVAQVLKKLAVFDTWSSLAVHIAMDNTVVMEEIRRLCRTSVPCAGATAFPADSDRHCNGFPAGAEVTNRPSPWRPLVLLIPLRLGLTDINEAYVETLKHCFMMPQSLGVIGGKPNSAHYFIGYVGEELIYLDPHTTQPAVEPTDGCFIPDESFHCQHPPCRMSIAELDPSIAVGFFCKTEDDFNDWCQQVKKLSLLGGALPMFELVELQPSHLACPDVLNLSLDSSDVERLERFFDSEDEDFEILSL
mIAP inh = mouse IAP inhibition; purified mouse IAP, CDP-Star luminescence, 30 min; inhibition, % at 10 µM; 330,000 compounds, 0.2% hits; AID 2806;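 active = inhibition of at least 40% at 10 µM in the primary screen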;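 also: plate controls were DMSO with enzyme for no effect and no enzyme wells for full effect; values of inactives mirror those of a sister screen read the other way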
mIAP act = increases mouse intestinal alkaline phosphatase activity. activation factor at 10 µM. AID 2805. 330,000 compounds, 0.24% hits. muIAP, CDP-Star luminescence, 30 min; active compounds read high; 1 = vehicle-only enzyme signal, 0 = enzyme-free wells;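 active = activation factor of at least 2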; also: the source names both 10 and 20 µM as test concentration; values of inactives mirror those of a sister screen read the other way
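Assay system: mouse IAP enzyme; reagent: chemiluminescent substrate CDP-Star; dosing: test compounds delivered from DMSO solution; schedule: 30 min at room temperature; measured by: luminescence from enzymatic CDP-Star hydrolysis; controls: DMSO-only wells and no-enzyme negative control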
hIAP act = human IAP activation; P09923; purified human IAP, CDP-Star luminescence, 30 min; active compounds read high; 1 = vehicle-only enzyme, 0 = enzyme-free background; activation factor at 10 µM; AID 2524; 330,000 compounds, 0.16% hits;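 active = activation factor of the enzyme at least 2-fold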; also: the source names both 10 and 20 µM as test concentration; values of inactives mirror those of a sister screen read the other way
Target sequence (P09923 whole entry, looked up): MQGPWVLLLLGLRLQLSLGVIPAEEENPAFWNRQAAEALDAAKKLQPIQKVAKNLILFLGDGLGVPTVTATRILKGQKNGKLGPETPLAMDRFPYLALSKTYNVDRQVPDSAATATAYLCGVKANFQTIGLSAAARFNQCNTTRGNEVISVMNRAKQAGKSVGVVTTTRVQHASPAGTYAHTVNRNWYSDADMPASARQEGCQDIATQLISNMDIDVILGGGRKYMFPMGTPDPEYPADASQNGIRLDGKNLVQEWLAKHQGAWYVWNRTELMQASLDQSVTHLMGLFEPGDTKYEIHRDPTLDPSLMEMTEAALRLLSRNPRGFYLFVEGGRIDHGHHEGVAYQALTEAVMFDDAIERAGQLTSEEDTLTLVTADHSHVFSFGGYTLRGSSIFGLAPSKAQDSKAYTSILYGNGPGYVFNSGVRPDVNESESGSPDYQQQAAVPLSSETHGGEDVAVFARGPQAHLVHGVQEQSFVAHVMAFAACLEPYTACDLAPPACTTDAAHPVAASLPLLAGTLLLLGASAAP
hIAP inh = blocks human intestinal alkaline phosphatase | P09923 | purified IAP, CDP-Star luminescence, 30 min | inhibition, % at 10 µM | 330,000 compounds, 0.12% hits | AID 2544;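 active = inhibition reaching a set limit with compound at 10 µM in the primary screen, cut at about 35% in these data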;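 also: plate controls were DMSO wells with enzyme for no effect and no-enzyme buffer wells for full effect; values of inactives mirror those of a sister screen read the other way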
TIM10 inh = inhibits growth of TIM10 yeast strain. S. cerevisiae TIM10 strain growth, BacTiter-Glo luminescence, 24 h. inhibition, % at 10 µM. 330,000 compounds, 1.4% hits;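 active = inhibition of 40% or more at the single tested concentration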;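 also: wild-type TIM10 isogenic control strain grown at permissive 25 °C; 0% = DMSO yeast wells and 100% = minimal medium wells without yeast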
NLRP3 yeast inh = blocks the NALP3 inflammasome reconstituted in yeast; inhibition, % at 10 µM; Yeast reconstituted NLRP3/ASC/caspase-1, beta-gal luminescence, 24 h; 330,000 compounds, 0.39% hits;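 active = inhibition of 50% or more; inactive = inhibition below 50%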;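 also: plate controls were induced DMSO wells for no effect and uninduced yeast grown without galactose for full effect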
tim10-1 inh = growth inhibitors of tim10-1 mutant yeast | 330,000 compounds, 2.2% hits | S. cerevisiae tim10-1 ts strain growth, BacTiter-Glo, 24 h | inhibition, % at 20 µM;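 active = inhibition of at least 40%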;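 also: mutant grown at 25 °C; 0% = DMSO wells with yeast and 100% = wells holding no yeast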
Apaf-1 inh = blocks human Apaf-1 apoptosome activity; O14727; reconstituted apoptosome caspase-3 activity, DEVD-Rh110 fluorescence; inhibition, % at 20 µM; 330,000 compounds, 0.71% hits; active = inhibition of at least 40% at 20 µM;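 also: plate controls were DMSO wells for no effect and DEVD-CHO caspase inhibitor wells for full effect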
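Material: biochemical Apaf-1 apoptosome reconstitution. Medium: Hepes buffer, pH 7.5. Also added: cytochrome c activation, bis-DEVD rhodamine 110 substrate. Timing: 30 min compound preincubation, 50 min activation, room temperature. Measured by: rhodamine 110 fluorescence at Ex 480/Em 540 nm.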
* marks the source's active call; other numbers are inactive results; & = joins results of further samples.

cpd	structure	ATG4B inh	mIAP inh	mIAP act	hIAP act	hIAP inh
1	CN=C(Nc1ccc(Br)cc1)SC1CC(=O)N(c2ccc(OC)cc2)C1=O (centres undefined)	-3	4	0.96	0.97	3
2	O=C(c1ccc2c(=O)n(-c3ccccc3)c(=O)[nH]c2c1)N1CCCCC1	-7	8	0.92	0.91	9
3	CCC(C)[C@H](NC(=O)NC1CCCc2ccccc21)C(=O)OC (some centres undefined)	27	-20	1.2	1.3	-34
4	O/N=C(\COc1ccccc1O)c1ccccc1	-7	1	0.99	1.1	-5
5	Nc1ccc(C(=O)N/N=C/c2cn(Cc3cccc(F)c3)c3ccccc23)cc1	21	-14	1.1	1.2	-16
6	COCCCn1nnnc1SCC(=O)N1CCCC1	-1	6	0.94	0.89	11
7	COc1cccc(NC(=O)CN2C(=O)COc3ccc(S(=O)(=O)N4CCOCC4)cc32)c1	12	-7	1.1	0.97	3
8	COc1ccc(CN(C)CC(=O)Nc2ccc(Cl)cc2C(F)(F)F)c(OC)c1	8	10	0.9	0.94	6
9	CN1CC2([N+](=O)[O-])CC=C(Oc3ccccc3)C([N+](=O)[O-])(C1)C2 (centres undefined)	-8	2	0.97	1.1	-8
10	CCc1ccccc1NC(=O)Cn1c(=O)n(-c2ccc(CC(=O)NCC3CCCO3)cc2)c(=O)c2ccccc21 (centres undefined)	-1	0	1	0.86	14
11	C/C=C/c1ccc(OCCOc2cccc3cccnc23)c(OC)c1	-10	2	0.98	1	-1
12	Cc1cc(C)n(-c2nc3ccccc3nc2N2CCN(S(=O)(=O)c3cccc(C#N)c3)CC2)n1	-1	10	0.9	0.99	1
13	CN(Cc1cccs1)C(=O)C1CC(=O)N(Cc2ccccc2)C1 (centres undefined)	6	3	0.97	1	-2
14	C#CCOCCOCCOCCNc1nc(N2CCN(C(=O)C([C@@H](C)O)n3cc([C@@H](N)CCCCN)nn3)CC2)nc(N2CCN(C(=O)[C@H](CC(N)=O)n3cc([C@@H](N)C(C)C)nn3)CC2)n1 (some centres undefined)	-6	-4	1	1	-1
15	COC(=O)c1ccc(NC(=O)CCN2CCCCC2)cc1	-1&-9	-8&6	1.1&0.94	1.1&1	-5&-3

cpd	TIM10 inh	NLRP3 yeast inh	tim10-1 inh	Apaf-1 inh
1	45*	6	41*	13
2	3	9	4	-24
3	-3	15	0	-8
4	5	27	-6	-29
5	6	27	-10	22
6	-11	11	-2	0
7	-2	0	-13	12
8	6	5	31	23
9	13	25	14	3
10	-5	2	7	-16
11	37	9	21	9
12	7	13	30	14
13	-2	2	-9	20
14	3	0	8	-5
15	-13&11	14&4	8&0	10&-1

With a hit mark in TIM10 inh, among the entries above:
entry | SMILES | ATG4B inh | mIAP inh | mIAP act | hIAP act | hIAP inh | TIM10 inh | NLRP3 yeast inh
1 | CN=C(Nc1ccc(Br)cc1)SC1CC(=O)N(c2ccc(OC)cc2)C1=O (centres undefined) | -3 | 4 | 0.96 | 0.97 | 3 | 45* | 6

Sorted by molecular weight (falling): part of the list above.
cpd	structure	ATG4B inh	mIAP inh	mIAP act	hIAP act	hIAP inh
7	COc1cccc(NC(=O)CN2C(=O)COc3ccc(S(=O)(=O)N4CCOCC4)cc32)c1	12	-7	1.1	0.97	3
1	CN=C(Nc1ccc(Br)cc1)SC1CC(=O)N(c2ccc(OC)cc2)C1=O (centres undefined)	-3	4	0.96	0.97	3
13	CN(Cc1cccs1)C(=O)C1CC(=O)N(Cc2ccccc2)C1 (centres undefined)	6	3	0.97	1	-2

cpd	TIM10 inh	NLRP3 yeast inh	tim10-1 inh	Apaf-1 inh
7	-2	0	-13	12
1	45*	6	41*	13
13	-2	2	-9	20

The listing continues:
cpd	structure	ATG4B inh	mIAP inh	mIAP act	hIAP act	hIAP inh
16	Cc1ccccc1CSc1nc2[nH]ncc2c(=O)[nH]1	-6	5	0.95	1.1	-12
17	CCC1CCCCN1Cc1cc(OC)c(O)c([N+](=O)[O-])c1 (centres undefined)	19	4	0.96	1.2	-16
18	CC(C)[C@H](NC(=O)C1CCN(C(=O)[C@@H]2CCCN2)CC1)C(=O)NCc1ccc(F)cc1	-23	2	0.98	1.1	-8
19	COC(=O)C1CCN(C(=O)C23CCC(C)(C(=O)O2)C3(C)C)CC1 (centres undefined)	-12	-4	1	1.1	-6
20	COc1ccc(C(=O)N/N=C/c2ccc(N(C)c3ccccc3)cc2)cc1	-11	-38	1.4	1.3	-33
21	Cc1ccc(S(=O)(=O)N2CCC(C(=O)N(C)C3CCS(=O)(=O)C3)CC2)cc1 (centres undefined)	0	5	0.95	1.1	-7
22	Cc1c(C(=O)NNc2cc(=O)n(C)c(=O)n2C)cccc1[N+](=O)[O-]	-1	-3	1	0.98	2
23	CCN(CC)CCOc1cc2c(nn1)Oc1ccccc1N2C	2	3	0.97	1.1	-10
24	CCSc1nc2c(c(=O)n(C)c(=O)n2C)n1Cc1ccc(Cl)cc1	-11	-10	1.1	1.2	-19
25	O=C(CCl)N(C/C=C/c1ccccc1)c1ccc2c(c1)OCCO2	4	10	0.9	0.81	19
26	CC(C)n1nc(C(=O)Nc2nc3ccc(S(C)(=O)=O)cc3s2)c2ccccc2c1=O	-9	0	1	0.86	14
27	CCO[C@H]1OC(C(=O)O)=C[C@@H](C)[C@@H]1CCCO	-9	11	0.89	0.97	2
28	CCN(CC)S(=O)(=O)c1cccc(-c2nnc(SCC(N)=O)n2CCc2ccccc2)c1	3	4	0.96	1.2	-18
29	O=C(NCCCN1CCOCC1)c1cc2nc(-c3ccco3)cc(C(F)(F)F)n2n1	-3	-6	1.1	1.1	-12
30	CC(=O)Nc1cccc(NC(=O)c2cc(Cl)ccc2Cl)c1	-5	5	0.95	0.95	5

cpd	TIM10 inh	NLRP3 yeast inh	tim10-1 inh	Apaf-1 inh
16	13	1	21	-3
17	4	-73	43*	-2
18	4	4	6	10
19	-5	23	6	-3
20	17	15	5	22
21	6	13	11	3
22	4	18	3	-2
23	14	3	11	4
24	-24	4	16	17
25	29	13	33	16
26	-12	5	-13	-30
27	-3	5	-28	-4
28	4	21	16	-4
29	3	22	-7	2
30	0	17	-2	-7

The closing 2 compounds of the part above open the next one:
cpd	structure	ATG4B inh	mIAP inh	mIAP act	hIAP act	hIAP inh
29	O=C(NCCCN1CCOCC1)c1cc2nc(-c3ccco3)cc(C(F)(F)F)n2n1	-3	-6	1.1	1.1	-12
30	CC(=O)Nc1cccc(NC(=O)c2cc(Cl)ccc2Cl)c1	-5	5	0.95	0.95	5
31	OCc1ccccc1O[C@@H]1O[C@H](CO)[C@@H](O)[C@H](O)[C@H]1O	-14	2	0.97	0.86	14
32	COc1cccc(C2=Nn3c(nnc3-c3ccccc3O)SC2)c1	-29	-4	1	0.99	1
33	O=C(Nc1cccc(-c2nc3ccccc3c(=O)o2)c1)c1ccccc1	-10	-13	1.1	0.95	5
34	O=C(CCC(=O)OCC(=O)c1ccc([N+](=O)[O-])cc1)Nc1ccccc1Cl	2	3	0.97	1.2	-17
35	Cn1cc(S(=O)(=O)c2ccccc2)n(C)c1=O	3	2	0.98	0.98	2
36	COc1ccccc1N(C)S(=O)(=O)c1ccc(C)c(C(=O)NC(C)c2ccccn2)c1 (centres undefined)	-4	0	1	0.94	6
37	O=C(N/N=C/c1cccs1)c1cccc(S(=O)(=O)Nc2ccc(Cl)cc2)c1	-4	7	0.93	1.2	-22
38	CSc1sc(-c2nnc(SCC(=O)Nc3ccc(Cl)cc3)n2C)c2c1C=CCC2	-13	1	0.99	1	-2
39	Cc1cc2c(ncn2C)c(NS(=O)(=O)c2cc(Cl)ccc2Cl)c1C	-14	-6	1.1	1.1	-8
40	O=C(OCc1cc(Cl)ccc1OC(F)F)c1cccnc1	-3	-8	1.1	1.1	-7
41	CC(=O)Nc1ccccc1C(=O)C(=O)Nc1ccc(C)c(F)c1	-2	3	0.97	0.92	8
42	O=C(Nc1ccc(C(=O)N2CCCCC2)cc1)c1ccccc1Cl	-3	8	0.92	1.5	-45
43	COc1ccc(C2(C)NC(=O)N(CC(=O)Nc3ccc(Br)c(C)c3)C2=O)cc1OC (centres undefined)	-1	-28	1.3	1	0
44	CC(C)(C)C(=O)NC(=S)Nc1ccccn1	-8	-2	1	0.93	7
45	COC(=O)c1ccc(NC(=O)CN2C(=O)C3C4C=CC(C4)C3C2=O)cc1 (centres undefined)	-3	-1	1	0.82	18

cpd	TIM10 inh	NLRP3 yeast inh	tim10-1 inh	Apaf-1 inh
29	3	22	-7	2
30	0	17	-2	-7
31	-1	0	2	-13
32	24	22	11	11
33	-8	7	-11	7
34	8	8	-3	0
35	-13	5	-12	-6
36	18	-1	8	5
37	0	3	11	1
38	-1	8	4	3
39	7	7	20	16
40	15	13	11	0
41	1	10	-2	-4
42	13	26	18	-3
43	-12	-4	-2	16
44	-14	3	21	8
45	-2	12	1	-5

The list continues.
cpd	structure	ATG4B inh	mIAP inh	mIAP act	hIAP act	hIAP inh
46	COC(=O)c1sccc1NC(=O)C1CCCCC1C(=O)O (centres undefined)	-3	-2	1	1.2	-17
47	Cc1cccc(C)c1N1CCN(C(=O)c2ccc3c(c2)OCO3)CC1	27	-6	1.1	1.3	-25
48	c1ccc(Nc2nnc(-c3cccc4ccccc34)o2)cc1	-4	0	1	0.97	3
49	Cc1nc2ccccc2nc1OCc1cccc(Cl)c1	25	-1	1	1	-4
50	COc1ccc(/C(C)=N/Nc2ccc(F)cc2F)c(O)c1	-1	5	0.95	1.1	-6
51	CC(c1ccco1)N(C(=O)c1cccc(Br)c1)c1ccccn1 (centres undefined)	12	1	0.99	0.89	11
52	CCC(CC)C(=O)Nc1cccc(C(=O)NCCc2ccc(S(N)(=O)=O)cc2)c1	1	-1	1	0.85	15
53	O=C(/C=C/c1ccccc1)Nn1cnc2ccccc2c1=O	-6	-3	1	0.96	4
54	CCOC(=O)c1[nH]c(C)c(C(=O)NCCCN2CCOCC2)c1C	4	5	0.95	0.93	7
55	COc1ccc(S(=O)(=O)N2CCOCC2)cc1NC(=O)CNC(=O)c1cccs1	-5	-4	1	0.84	16
56	COc1ccc(/C=N/NC(=O)c2cccc(NC(=O)c3ccc(F)cc3)c2)c(C(=O)O)c1OC	-15	-4	1	0.82	18
57	CCCc1cc(C(N)=O)c(NC(C)=O)s1	0	-2	1	0.95	5
58	Cc1nc(NCC2CC2)c2nnn(Cc3ccccc3)c2n1	-10	-4	1	1	-2
59	Cc1nn(-c2ccccc2)c2c1c(C)c(CCC(=O)NCC1CCCO1)c(=O)n2C (centres undefined)	5	-2	1	0.78	22
60	Cc1cc(N2CCOCC2)ccc1/C=C1\NC(=O)N(CC(=O)Nc2ccc(F)cc2)C1=O	3	6	0.94	0.87	13

cpd	TIM10 inh	NLRP3 yeast inh	tim10-1 inh	Apaf-1 inh
46	-8	12	-12	0
47	8	-16	37	12
48	22	20	12	-5
49	26	14	25	0
50	-17	17	11	-2
51	-4	1	11	2
52	8	1	11	-5
53	5	-4	27	-1
54	0	-3	-2	-19
55	9	18	5	-5
56	11	-3	12	0
57	4	1	8	-14
58	-4	16	24	-1
59	3	26	37	11
60	8	11	14	-3

Compound activity as filed in PubChem.

Rows were taken by chance (roughly 4.5% active in at least one column).
